Compound activity as filed in PubChem.
RT RNaseH block: inhibitors of HIV-1 reverse transcriptase RNase H | AID 565 | inhibition, % at 10 µM | 65,000 compounds, 1.9% hits | RT-RNase H RNA/DNA duplex cleavage, fluorescence; in the data active = inhibition above about 50%
RmlC RmlD mix: RmlC/RmlD inhibition, mixture screen; RmlC/RmlD coupled enzyme inhibition, 384-well mixture HTS; inhibition, % at 5.5 µM; 110,000 compounds, 0.39% hits; in the data active = inhibition above about 30%, passing the limit was not always enough; inconclusive = no clear call, values can overlap the other calls; also: strong numbers were not always called active
* marks the source's active call; other numbers are inactive results; u = inconclusive; x = not tested or not shown.

SMILES	RT RNaseH block	RmlC RmlD mix
CCN(CC)S(=O)(=O)c1ccc(NC2c3ccccc3C(=O)N2Cc2ccc3c(c2)OCO3)cc1 (stereo unspecified)	6	-11
COC(=O)CN1C(=O)C(O)(CC(=O)c2ccc(C)cc2)c2cc(Br)ccc21 (stereo unspecified)	-4	4
Cc1cc(NC(=O)C2CC(c3ccc(F)cc3)=NO2)n(-c2ccccc2)n1 (stereo unspecified)	-30	9
COc1ccc(C(=O)NNC(=O)CSc2nnc(COc3ccc4ccccc4c3)n2C)cc1	x	-11
COc1cccc(Oc2coc3c(CN4CCOCC4)c(O)ccc3c2=O)c1	-7	11
Cc1csc2ncc(C(=O)NCc3ccc4c(c3)OCO4)c(=O)n12	-15	-8
O=C(CNC(=O)c1cc2c(s1)CCC2)Nc1ccccc1Br	x	-2
CC1=CC2(C#N)C3(N=C(N)C2(C#N)C(c2ccccc2)N1)OCCO3 (stereo unspecified)	-11	-13
CS(=O)(=O)N1CCN(c2ccccc2NC(=O)c2ccc(-c3ccc(Cl)cc3Cl)o2)CC1	34	-3
CCCOc1ccc(C(=O)CCN2CCCCC2)cc1	1	-8
CCc1ccc(NC(=O)CSc2nc3c(c(=O)n(C)c(=O)n3C)n2C)cc1	-7	x
CCc1c(C)c(C#N)c2nc3ccccc3n2c1NCC1CCCO1 (stereo unspecified)	x	24
CN(c1ccccc1)c1ccc(/C=c2\s/c(=C(/C#N)C(=O)C(C)(C)C)n(Cc3ccco3)c2=O)cc1	72*	8
Cc1ccc(C(=O)Nc2c(C(=O)N3CCOCC3)cnn2-c2ccccc2)cc1	-3	-8
C=CCn1c(-c2ccccc2)ccc(C#N)c1=O	x	3
Cc1ccc2cc(CN(Cc3ccc(F)cc3)Cc3nnnn3C3CCCC3)c(=O)[nH]c2c1	-21	11
c1ccc(C2NCc3ccccc3-n3cccc32)cc1 (stereo unspecified)	-6	8
Fc1cccc(Nc2nc3ccccc3n3nnnc23)c1	x	7
COc1cccc(NC(=O)N[C@@H](Cc2ccccc2)C(=O)O)c1	0	x
CC1Cc2ccccc2N1C1=NS(=O)(=O)c2ccccc21 (stereo unspecified)	-31	-8
CCN1CCN(C(=O)c2cc3c(-c4ccc(Cl)cc4)nn(C)c3s2)CC1	-18	9
CCOC(=O)c1sc(NC(=O)CSc2nc(C)cc(C)c2C#N)c(C#N)c1C	x	-11
CCC(=O)Nc1ccc(C(=O)OCC(=O)c2ccc(C)c([N+](=O)[O-])c2)cc1	x	-5
O=C(O)c1cccc(N2CCCCS2(=O)=O)c1	-11	x
CCN(CC)S(=O)(=O)c1ccc(Cl)c(C(=O)Oc2cccc(-c3cnc4ccccc4n3)c2)c1	x	-13
CCCOc1ccc(N2C(=O)CC(N(CCC)C(=O)CCC(=O)O)C2=O)cc1 (stereo unspecified)	-3	u
Cc1ccc(-n2c(SCC(=O)Nc3ccc4c(c3)OCO4)nnc2-c2ccoc2C)cc1	-30	0
O=C(CC(C(=O)N1CCc2ccccc21)n1ccnc1)NCc1cccnc1 (stereo unspecified)	-4	-15
COc1ccc(N(Cc2cc3ccccc3[nH]c2=O)C(=O)C2CCCO2)cc1 (stereo unspecified)	-3	-4
COCCn1c(N)c(S(=O)(=O)c2cccs2)c2nc3ccccc3nc21	-2	18
O=C(CSc1ccc(Cl)cc1)Nc1ccc(N2CCN(C(=O)c3ccco3)CC2)cc1	-30	-10
COc1cc(NC(=O)c2csc3c2CCCC3)ncn1	-13	-3
COc1ccc(C(=O)NC(=O)Nc2ncccc2C)cc1	x	-10
On1cnnc1-c1ccccc1	6	2
CCCCCNc1nc(NCCCO)c(C#N)c2c1CN(C)CC2	x	14
CCOc1ccccc1Nc1nnc(C)c(=O)[nH]1	-14	12
CCOc1ncccc1C(=O)Nc1ccc(Cl)cc1	-27	-4
O=c1c2[nH]c3ccc(Br)cc3c2ncn1CCCn1ccnc1	0	-4
COc1cc(C(=O)N2CCC(n3cnc4cc(F)ccc43)CC2)cc(OC)c1OC	2	-14
CSCCC1NC2(C(=O)Nc3ccc(Cl)cc32)[C@@H]2C(=O)N(C3CCCC3)C(=O)[C@H]12 (stereo partly specified)	2	7
CSc1nsc(NC(=O)Cc2ccccc2)n1	-6	-10
CCN1C(=O)CSc2ccc(C(=O)NC3CCCCC3)cc21	6	-9
O=C(CCC(=O)c1ccc(F)cc1)Nc1cccnc1	x	10
c1coc(CNc2ncnc3ccccc23)c1	-6	-10
Cc1ccc2[nH]c(=O)c(CN(Cc3ccc4c(c3)OCO4)Cc3nnnn3Cc3ccco3)cc2c1	6	7
c1ccc(COc2ccc(Oc3nc(N4CCCCC4)nc(N4CCOCC4)n3)nn2)cc1	-42	-10
CCOc1ccc2nc(NC(=O)c3ccc(S(=O)(=O)N4CCOCC4)cc3)sc2c1	-3	x
COc1ccc(COc2cc(-c3cccc(OC)c3)nc3ccc(NC(=O)c4cccnc4)cc23)cc1	x	-30
CC(=O)OC1c2c(ccc3ccc(=O)oc23)OC(C)(C)C1OC(=O)CC(C)C (stereo unspecified)	0	x
O=C(NCc1ccccc1)C1CC(=O)N(c2ccc(OCC(=O)N3CCCC3)cc2)C1 (stereo unspecified)	x	15
COc1ccc(C2NC(=O)CS2)cc1 (stereo unspecified)	x	2
CCCn1c(N)c(C(=O)CSc2nc(C)cs2)c(=O)n(C)c1=O	x	4
Cn1c(COc2ccccc2)nnc1SCCN1CCOCC1	7	0
O=C(NCCN1CCOCC1)c1ccc(CS(=O)(=O)c2c(Cl)cccc2Cl)o1	-9	-6
CCNC(=O)c1c(O)c2ccccc2[nH]c1=O	-3	-2
Cc1ccc(Cn2c(=N)n(CC(O)c3ccco3)c3ccccc32)cc1 (stereo unspecified)	8	7
Cc1cc(S(=O)(=O)N2CCN(c3ccccc3O)CC2)c(C)s1	x	-1
CCOC(=O)c1sc(NC(=O)C2C3C=CC(C3)C2C(=O)O)nc1C (stereo unspecified)	x	1
COC(=O)c1sc2cc(C(F)(F)F)cnc2c1-c1ccccc1	x	4
CCOc1ccc(C(CC(=O)O)NC(=O)COc2ccccc2)cc1 (stereo unspecified)	-2	-7

Carrying on:
SMILES	RT RNaseH block	RmlC RmlD mix
CCn1c(SCC(=O)OC)nc2sc3c(c2c1=O)CCC3	-19	-8
Cc1cc(=O)[nH]c(SCC(=O)NCc2ccco2)n1	9	0
O=C(C1CCCN(Cc2cccnc2)C1)N1CCCCC1 (stereo unspecified)	-7	7
COc1cc(OC)c(C#N)c(S(=O)Cc2ccccc2)c1 (stereo unspecified)	-7	3
c1nc2sc3c(c2c2nnnn12)CCC3	-22	8
CCCc1nc(SCC(=O)Nc2nnc(CC)s2)c2c(C)c(C)sc2n1	x	-14
Fc1cc(F)c2nc(N3CCCCC3)sc2c1	-17	u
CC(C)c1ccc(-c2c(C#N)c(N)nc(SCC(=O)N3CCCCCC3)c2C#N)cc1	x	2
Cn1c(/C(C#N)=C/Nc2ccccn2)nc2ccccc21	-39	38
COc1ccc(CNC(=O)c2cc(-c3ccccc3OC)on2)cc1	-19	9
Cc1ccc(N2C(=O)[C@@H]3[C@H](C2=O)[C@H]2C=CC=NN2[C@@H]3C(=O)Nc2ccc(Cl)cc2)cc1	x	-8
CCCCCCC(=O)c1c(C)[nH]c(C(=O)OCC)c1C	-62	25
CCOc1ccc(C2C(C(=O)c3ccco3)=C(O)C(=O)N2Cc2cccnc2)cc1 (stereo unspecified)	-3	-3
O=C(CCSc1ccc(Cl)cc1)c1cccs1	x	6
COc1cccc(C(=O)Nc2cc(NC(=O)c3ccco3)ccc2OC)c1	-9	-7

Complete entries, looked up by structure:
Listed for Cc1ccc(N2C(=O)[C@@H]3[C@H](C2=O)[C@H]2C=CC=NN2[C@@H]3C(=O)Nc2ccc(Cl)cc2)cc1 → RT RNaseH block: x; RmlC RmlD mix: -8
Listed for CCOc1ccc(C2C(C(=O)c3ccco3)=C(O)C(=O)N2Cc2cccnc2)cc1 (stereo unspecified) → RT RNaseH block: -3; RmlC RmlD mix: -3

15 compounds already listed, arranged by count of non-hydrogen atoms, ascending:
SMILES	RT RNaseH block	RmlC RmlD mix
CSc1nsc(NC(=O)Cc2ccccc2)n1	-6	-10
CCOc1ncccc1C(=O)Nc1ccc(Cl)cc1	-27	-4
COc1cc(OC)c(C#N)c(S(=O)Cc2ccccc2)c1 (stereo unspecified)	-7	3
Cc1csc2ncc(C(=O)NCc3ccc4c(c3)OCO4)c(=O)n12	-15	-8
COc1ccc(CNC(=O)c2cc(-c3ccccc3OC)on2)cc1	-19	9
Cc1ccc(Cn2c(=N)n(CC(O)c3ccco3)c3ccccc32)cc1 (stereo unspecified)	8	7
COc1cccc(C(=O)Nc2cc(NC(=O)c3ccco3)ccc2OC)c1	-9	-7
COc1ccc(N(Cc2cc3ccccc3[nH]c2=O)C(=O)C2CCCO2)cc1 (stereo unspecified)	-3	-4
CSCCC1NC2(C(=O)Nc3ccc(Cl)cc32)[C@@H]2C(=O)N(C3CCCC3)C(=O)[C@H]12 (stereo partly specified)	2	7
COc1cc(C(=O)N2CCC(n3cnc4cc(F)ccc43)CC2)cc(OC)c1OC	2	-14
O=C(CSc1ccc(Cl)cc1)Nc1ccc(N2CCN(C(=O)c3ccco3)CC2)cc1	-30	-10
Cc1ccc2cc(CN(Cc3ccc(F)cc3)Cc3nnnn3C3CCCC3)c(=O)[nH]c2c1	-21	11
COc1ccc(C(=O)NNC(=O)CSc2nnc(COc3ccc4ccccc4c3)n2C)cc1	x	-11
CN(c1ccccc1)c1ccc(/C=c2\s/c(=C(/C#N)C(=O)C(C)(C)C)n(Cc3ccco3)c2=O)cc1	72*	8
COc1ccc(COc2cc(-c3cccc(OC)c3)nc3ccc(NC(=O)c4cccnc4)cc23)cc1	x	-30

(next part)
SMILES	RT RNaseH block	RmlC RmlD mix
O=C1CC(=C2c3ccccc3-c3ccccc32)C(=O)N1CCN1CCN(c2ccccc2)CC1	x	4
COC/C=C/C1=CC2=CC(=O)C(C)(O)C(=O)C2=CO1 (stereo unspecified)	x	-204
CCOC(=O)CSc1nnc(CNc2nc(-c3ccccc3)cs2)n1C	-1	-9
COc1ccc(CCNC(=O)C2CC(c3ccc([N+](=O)[O-])cc3)=NO2)cc1 (stereo unspecified)	x	-82
C=CCc1c(C)nc(SC)nc1Nc1ccc(C(C)=O)cc1	-18	-8
Cc1oc(-c2ccc(Cl)cc2)nc1CN1CCCC(C(=O)NCCCN2CCCC2=O)C1 (stereo unspecified)	-6	x
COC(=O)c1ccccc1NC(=O)CC#N	-1	8
c1ccc(CNc2nnnn2-c2ccccc2)cc1	x	8
O=C(N/N=C/C(Cl)=C/c1ccccc1)c1cnccn1	x	8
COc1ccc(-c2c([C@H]3[C@@H]4C=CCC[C@@]4(C)C(=O)N3Cc3ccccc3)ccc3ccccc23)cc1OC	x	-5
O=C(Nc1ccc(F)cc1)c1cnc(-c2ccccc2)nc1-c1ccccc1	x	-1
COc1ccc(C2=CC3=C(Br)C(=O)C(C)(OC(=O)C4CCCC4)C(=O)C3=CO2)cc1 (stereo unspecified)	x	4
COc1cccc(C(=O)Nc2ccc(NC(=O)C3CC3)cn2)c1	-4	-2
COc1ccc(C2NC(=O)c3sc4nc(C)c(C(C)=O)c(-c5ccc(Cl)cc5)c4c3N2)cc1 (stereo unspecified)	x	52*
CCCCOc1ccc(NC2=NC3(CCCCC3)N=C(N)N2)cc1	-4	4
Cc1cccc(NS(=O)(=O)c2cc(C(=O)OCC(=O)Nc3cc(C)on3)ccc2C)c1	-27	-21
O=C(CCn1c(=O)oc2ccccc21)N1CCc2ccccc21	-17	5
N#CC1=C(N)N(c2ccccc2)C2=C(C(=O)CCC2)C1c1ccsc1 (stereo unspecified)	-13	3
COC(=O)c1nonc1NCn1nnc2ccccc21	-3	-12
Cc1c(C(=O)OCC(=O)N2CC(C)OC(C)C2)oc2ccc(Br)cc12 (stereo unspecified)	-3	10
CC(=O)C1=C(C)OC(N)=C(C#N)C1c1ccncc1 (stereo unspecified)	-2	1
CCCCCC1CC(CC(=O)O)C(=O)O1 (stereo unspecified)	-10	5
Cc1nc(-c2ccc(O)c(O)c2)cs1	x	12
O=C(O)CC1SC(=Nc2cccc(C(F)(F)F)c2)NC1=O (stereo unspecified)	-6	7
Cc1cc(C)cc(N2C(=O)CC(n3ccnc3)C2=O)c1 (stereo unspecified)	0	3
CCOc1ccc2[nH]c(=O)c(C(c3nnnn3CCOC)N3CCOCC3)cc2c1 (stereo unspecified)	-1	10
COc1cc2oc3ccccc3c2cc1N(CC(=O)N1CCCCC1)S(=O)(=O)c1ccc(C)cc1	x	-2
COc1ccc(CNC(=O)Nc2ccc([N+](=O)[O-])cc2)cc1	x	0
CC(=O)COC(=O)CNC(=O)c1ccc(Br)cc1	x	-4
COC(=O)c1ccc(C(=O)OCc2nc3cc4ccccc4cc3[nH]2)cc1	x	-11
CN1C(=O)C2CN(CCc3ccccc3)CNC2N(C)C1=O (stereo unspecified)	-32	93
CCOC(=O)COc1ccc(S(=O)(=O)NCc2ccco2)cc1	-10	-6
Cc1ccc(C)c(NC(=S)N(CCc2nc3cc(C)c(C)cc3[nH]2)Cc2cccnc2)c1	x	-11
Cc1cc(NC(=O)CSc2ccccc2)no1	-9	-11
CS(=O)(=O)N1CCN(c2nnc(-c3ccccc3)c3ccccc23)CC1	-11	-28
COc1ccccc1CC(=O)NCCc1ccc(S(N)(=O)=O)cc1	15	8
COc1ccc(OC)c(S(=O)(=O)Nc2cccc(F)c2)c1	x	-5
CCNC(=O)NC(=O)C(C)Sc1ccc2c(c1)OCCO2 (stereo unspecified)	x	-9
CCCS(=O)(=O)N1CCC(C(=O)NCCCN2CCC(Cc3ccccc3)CC2)CC1	x	2
CCC(=O)Nc1ccc(NC(=O)c2cc3ccccc3o2)cc1	-25	-94
O=C(CC(=O)Nc1ccccn1)Nc1ccccn1	-3	8
CCCCCc1cc(=O)oc2c(C(CCN3CCN(c4ccccc4)CC3)c3ccc4c(c3)OCO4)c(OC)cc(OC)c12 (stereo unspecified)	x	2
O=C(Cc1nc2ccccc2s1)c1ccc(O)cc1O	2	-15
COCCNC(=O)CSc1nc2cc(OC)c(OC)cc2c(=O)n1Cc1ccc(OC)cc1	-11	6
COc1cc(NC(=O)c2nccnc2N)cc(C(=O)Nc2cccc(C(F)(F)F)c2)c1	x	-11

An excerpt (hit frequency here may not be typical).
